uPA surface inh = cell surface uPA generation inhibition | cell surface uPA generation assay, qHTS | Potency, µM (top dose mostly 38.3 µM), for inactives: at the highest dose activity change, negative = inhibition, actives largely listed as inhibitors | actives 0.31% (n = 330,000); active = well fitted inhibition curve with a large enough effect; inconclusive = small, poorly fitted or top-dose-only effect; inactive = no such curve, though single readings can be large or run the other way; tested in mouse RAW 264.7 cells; also: potency is read from the fitted curve at half-maximal effect; % is scaled to controls: 0 for no effect and ±100 for the full control effect; nearly all actives have a fitted effect of over 55% in size
KCNH2 3.1 inh = KCNH2 3.1 (human) potassium channel inhibition | activity change, % (tested at about 1.8 µM) | actives 0.95% (n = 340,000) | U2OS KCNH2 3.1, thallium flux FluxOr; hits give low values | AID 720553;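 active = maximum activity change below -70%; inconclusive = maximum activity change from -70% to -50%; inactive = maximum activity change above -50%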;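 also: thallium influx rate constant from kinetic fluorescence after stimulation buffer; % is scaled to controls: 0 for no effect and ±100 for the full control effect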
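U2OS cells transduced with KCNH2 3.1 mutant virus (1.77 x 10^8 /mL, 4 h), plated overnight at 37 C, loaded 45 min with FluxOr dye plus Red40 quencher. Thallium flux rate constant from kinetic reads after stimulation buffer, normalised to controls.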
FLuc counter = counter-screen for miR-21 project: firefly luciferase inhibitors or activators; P08659; purified FLuc, Km substrates, luminescence inhibition; Potency, µM (doses to about 57.5 µM), inactives show top-dose activity change, negative = inhibition, usual class: inhibitors; actives 6.9% (n = 360,000); AID 588342;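 also: potency is read from the fitted curve at half-maximal effect; plate controls were vehicle for no effect and reference inhibitor for full effect; nearly all actives have a fitted effect of over 55% in size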
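Biochemical qHTS of compounds, final roughly 60 µM downward over six points, against 10 nM purified firefly luciferase using Km concentrations of substrates (10 uM D-luciferin, 10 uM ATP) in Tris acetate pH 7.5 buffer; luminescence output.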
Rab9 prom act = activates the Rab9 promoter. Potency, µM (highest dose often 9.22 µM), for inactives: at the top dose activation, negative = inhibition, actives largely listed as activators. Huh7 Rab9 promoter-luciferase reporter, luminescence, 24 h. actives 2.8% (n = 320,000). AID 485297; also: potency is read from the fitted curve at half-maximal effect; % of control where 0% means no effect; nearly all actives have a fitted effect of over 60% in size
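Rab9 promoter-driven luciferase in stably transfected Huh7 cells; 1500 cells/well rested 2 h, exposed to compound in DMSO for 24 h at 37 °C, 5% CO2. Luminescence read 10 min after adding luciferase reagent at ambient temperature.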
NPC1 prom act = NPC1 promoter activation; Huh7 NPC1 promoter luciferase reporter, 24 h; Potency, µM (titrated, usually from 9.22 µM), for inactives: at the highest dose activation, most hits filed as activators; actives 2.4% (n = 320,000);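 also: potency is read from the fitted curve at half-maximal effect; % of control where 0% means no effect; nearly all actives have a fitted effect of over 60% in size; reporter is driven by a mutant NPC1 promoter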
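Readout is luciferase luminescence, reflecting NPC1 promoter activation in stably transfected Huh7 cells after 24 h compound exposure at 37 °C in reduced-serum medium with 10% FBS.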
Gal4-VP16 FLuc = Gal4-VP16 reporter inhibition counter-screen. Drosophila S2 Gal4-VP16 UAS-luciferase, luminescence, 20 h. Potency, µM (highest dose often 53.6 µM), for inactives: at the top dose activity, negative = inhibition, actives largely listed as inhibitors. actives 3.5% (n = 310,000). AID 2546;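 also: Gal4-VP16 expression switched on by copper sulfate through the metallothionein promoter; potency is read from the fitted curve at half-maximal effect; % is scaled to controls: 0 for no effect and ±100 for the full control effect; nearly all actives have a fitted effect of over 50% in size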
RORg inh = ROR gamma (mouse) transcription inhibition; P51450; Potency, µM (titrated, usually from 53.6 µM), inactives show at the highest dose activity change, negative = inhibition, most hits filed as inhibitors; actives 5.4% (n = 310,000); Drosophila S2 Gal4-RORgamma UAS-luciferase reporter, 20 h; also: potency is read from the fitted curve at half-maximal effect; % is scaled to controls: 0 for no effect and ±100 for the full control effect; nearly all actives have a fitted effect of over 60% in size
Target sequence (P51450 whole entry, looked up, the tested form may be a part): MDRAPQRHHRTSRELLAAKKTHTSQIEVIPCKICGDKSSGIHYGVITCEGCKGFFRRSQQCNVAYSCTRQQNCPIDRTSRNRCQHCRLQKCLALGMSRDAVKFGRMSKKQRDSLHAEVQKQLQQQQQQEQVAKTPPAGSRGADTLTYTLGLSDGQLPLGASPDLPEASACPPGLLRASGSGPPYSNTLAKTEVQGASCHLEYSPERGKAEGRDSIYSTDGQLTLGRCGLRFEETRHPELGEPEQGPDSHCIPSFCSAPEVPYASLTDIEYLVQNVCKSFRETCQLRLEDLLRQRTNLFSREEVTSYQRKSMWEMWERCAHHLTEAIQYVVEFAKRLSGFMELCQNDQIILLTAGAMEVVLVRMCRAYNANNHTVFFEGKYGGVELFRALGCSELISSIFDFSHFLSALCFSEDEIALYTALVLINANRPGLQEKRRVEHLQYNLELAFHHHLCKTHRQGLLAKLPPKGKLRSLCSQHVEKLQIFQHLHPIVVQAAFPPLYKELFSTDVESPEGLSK
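Stably transfected Drosophila Schneider cells are the test system, with ROR gamma fused to Gal4 and luciferase under UAS control; luminescence is read after 20 hr of 700 uM copper sulfate induction at ambient temperature.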
ELG1 genotoxic = inducers of genotoxicity in HEK293T ELG1-luciferase cells; HEK293T ELG1-luciferase reporter, luminescence, 16 h; Potency, µM (highest dose often 46 µM), for inactives: at the highest dose activity change, positive = activation, usual class: activators; actives 1.3% (n = 330,000); AID 504466; also: potency is read from the fitted curve at half-maximal effect; % of control where 0% means no effect; nearly all actives have a fitted effect of over 60% in size
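After overnight (16 hr) compound treatment at 37 °C, ELG1-luciferase HEK293T cells were lysed with ONE-Glo; luminescence quantified 30 min later at room temperature.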
Giardia kill = kills Giardia lamblia. Giardia lamblia trophozoite viability. activity change, % at 7.66 µM, hits read low. actives 0.15% (n = 340,000). AID 540267; in the data active = activity change below about -80%; inconclusive = between about -30% and that limit;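 also: parasites exposed to compound for two days anaerobically before the ATP read; % is scaled to controls: 0 for no effect and ±100 for the full control effect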
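Killing of trophozoites was scored by loss of ATP luminescence after a 48 hrs anaerobic exposure to compounds at 37 deg C, using 100 cells per well.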
Tb PFK block = blocks T. brucei phosphofructokinase | T. brucei PFK, ADP-Glo luminescence | Potency, µM (top dose mostly 57.5 µM), without a hit: at the highest dose activity, negative = inhibition, most hits filed as inhibitors | actives 0.17% (n = 330,000) | AID 485367;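 also: potency is read from the fitted curve at half-maximal effect; 0% = uninhibited 1x PFK enzyme wells and -100% = no-enzyme wells; nearly all actives have a fitted effect of over 60% in size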
Target sequence (O15648 whole entry, looked up): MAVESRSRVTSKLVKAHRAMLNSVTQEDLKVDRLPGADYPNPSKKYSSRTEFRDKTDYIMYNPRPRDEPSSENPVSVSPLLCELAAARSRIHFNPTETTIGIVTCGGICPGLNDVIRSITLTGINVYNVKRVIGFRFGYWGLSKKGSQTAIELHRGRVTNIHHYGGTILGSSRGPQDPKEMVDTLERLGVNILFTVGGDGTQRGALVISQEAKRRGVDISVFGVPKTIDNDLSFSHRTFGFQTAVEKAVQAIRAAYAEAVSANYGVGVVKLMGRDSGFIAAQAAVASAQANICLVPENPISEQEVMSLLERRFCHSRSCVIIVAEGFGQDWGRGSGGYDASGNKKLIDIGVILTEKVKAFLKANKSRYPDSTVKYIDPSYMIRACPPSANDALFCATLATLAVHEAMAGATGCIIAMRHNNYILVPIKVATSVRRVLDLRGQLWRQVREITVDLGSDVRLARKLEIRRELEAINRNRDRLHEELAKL
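Activity is normalized to no-enzyme wells (full inhibition) and 1.25 nM enzyme wells (no inhibition). Reaction: 0.5 mM F6P, 0.1 mM ATP, 45 min RT, ADP-Glo luminescence; concentration-response curves fitted and classed by quality.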
FBPA coupling cs = counter-screen for Giardia aldolase inhibitors: coupling enzyme system. coupling enzyme system counterscreen, AmpLite Red fluorescence. activity change, negative = inhibition, % at 58.2 µM, hits read low. actives 0.67% (n = 290,000). AID 2472; in the data active = activity change below about -30%; also: % is scaled to controls: 0 for no effect and ±100 for the full control effect
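Coupling enzymes only (glyceraldehyde-3-phosphate) + compound, at 57.5 uM final, 10 min RT; add substrate/coupling/AmpLite Red mix, 20 min RT; fluorescence ex 525/em 598 nm. Actives flag coupling-system interference.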
Active calls of the source: *; ? = inconclusive; nt = no result given; & = joins results of further samples; ! = not confirmed by another sample; [ ] = remark or other dose. Unless noted, calls follow the shape of the dose curve; as a rule, active = well fitted curve in the direction sought with a large enough effect; inconclusive = small, poorly fitted or top-dose-only effect, or another doubt; inactive = no such curve, though single readings can be large; an effect the other way counts as inactive or inconclusive.

SMILES	uPA surface inh	KCNH2 3.1 inh	FLuc counter	Rab9 prom act	NPC1 prom act	Gal4-VP16 FLuc	RORg inh	ELG1 genotoxic	Giardia kill	Tb PFK block	FBPA coupling cs
Cc1occc1C(=O)NNC(=O)c1ccc(F)cc1	5%	-10	-1%	1%	-3%	-12%	1%	4%	-1	0%	1
CC(=O)NCc1ccc(S(=O)(=O)N2CCN(c3ccccn3)CC2)cc1	1%	-25	-1%	0%	-2%	12%	19%	-1%	-4	1%	4
Cc1cc(C)n(-c2ccc(C(=O)OCC(=O)Nc3ccc(S(=O)(=O)N4CCCCC4)cc3)cc2)n1	8%	-9	-1%	2%	-3%	-11%	17%	0%	-3	-4%	3
O=C(Cc1ccc(F)cc1)Nc1c(C(=O)N2CCN(c3ncccn3)CC2)oc2ccccc12	1%	-4	-1%	-2%	-4%	3%	1%	-5%	20	0%	1
COc1ccc(OC)c(N/C=C2/CCCCC2=O)c1	nt	6	1%[2.3 µM]	-1%	-1%	-25%	-5%	1%	-12	21%	3
COC(=O)C(C)Sc1nnc(SC(C)C(=O)OC)s1 (stereo unspecified)	0%	12	-7%	6%	0%	0%	-19%	-2%	9	-5%	4
Cc1cccc(C(=O)NC2CCN(CC(=O)Nc3ccc4c(c3)OCO4)CC2)c1	nt	-10	4%	-20%	0%	2%	14%	1%	12	-4%	-2
CCc1nnc(NC(=O)C(c2ccccc2)c2ccccc2)s1	1%	?	0%	0%	-1%	7%	?	-8%	30	1%	3
S=C(NCCc1ccccn1)Nc1ccc(Cl)cc1Cl	-3%	4	-5%	18%	5%	?	5µM*	1%	0	-2%	0
CC(O)CNCCOc1ccccc1OCc1ccccc1 (stereo unspecified)	-8%	-21	1%	-1%	-3%	7%	-12%	-6%	-7	-4%	5
CCc1nn2c(N3CCOCC3)cc(C)nc2c1-c1ccc(F)cc1	3%	5	6%	0%	0%	-12%	-41%	-9%	0	0%	8
Cc1ccc(S(=O)(=O)NCc2ccccc2)cc1C(=O)NCC(C)(C)N1CCOCC1	0%	-23	4%	-1%	-1%	nt	nt	7%	-25	6%	nt
CC1CCCN(C(=O)COC(=O)Cc2c(F)cccc2Cl)C1 (stereo unspecified)	2%	0	17µM*	?	?	?	2%	?	-8	-1%	0
CCN(CCCNC(=O)CC1Oc2ccc(C)cc2NC1=O)Cc1ccccc1 (stereo unspecified)	-15%	-18	-2%	-1%	1%	-14%	-12%	1%	-17	1%	1
O=C(COC(=O)c1ccc(S(=O)(=O)NCc2ccco2)cc1)c1ccccc1	3%	1	7%	-4%	-3%	-11%	-1%	-1%	1	-5%	0
COc1ccc(C2OC(=O)c3ccccc3S2)cc1 (stereo unspecified)	nt	-2	?	14%	0%	10%	-37%	8%	-21	-2%	0
CC(C)(C)S(=O)(=O)c1ccsc1C(=O)O	4%	2	13%	1%	-3%	3%	17%	0%	17	0%	1
Cc1ccc(OCc2ccc(C(=O)NCC3CCCO3)cc2)cc1C (stereo unspecified)	7%	-27	?	13%	12%	nt	nt	-1%	4	-12%	nt
Cc1ccccc1C(=O)Nc1cc(S(=O)(=O)N2CCCCC2)ccc1N1CCN(C)CC1	-13%	4	0%	0%	3%	-3%	7%	-1%	9	-3%	3
COc1ccc(N2CCN(c3cnc4ccccc4n3)CC2)cc1	-2%	-1	13µM*	?	?	30%[10 µM]	28%	?	-22	-1%	3
C=CCn1c(-c2cccn(Cc3ccc(Cl)cc3)c2=O)n[nH]c1=S	nt	-4	4%	-1%	3%	?	6.3µM*	-4%	-21	0%[0.46 µM]	-1
NC(=S)N/N=C/c1coc2c(ccc3ccccc32)c1=O	6%	16	-16%	23%	13%	7.9µM*	5.6µM*	8%	3	0%	0
Cc1ccc(-c2ccnc3c(Cl)c(C)nn23)cc1	1%	8	?	-2%[1.84 µM]	-3%	-1%	-23%	-2%	14	-15%	-1
O=C(O)c1c2c(nc3ccccc13)/C(=C/c1cccc([N+](=O)[O-])c1)CCC2	1%	-1	?	0%	-3%	-6%	16%	5%	-24	0%	2
COc1cccc(NC(=S)/C(=C(\[O-])c2ccc(C)c([N+](=O)[O-])c2)[n+]2ccccc2)c1	3%	-10	-18%	-9%	-2%	?	0%	6%	-6	-3%	-13
COC(=O)C(C)Oc1ccc2c(c1)O/C(=C\c1ccco1)C2=O (stereo unspecified)	-1%	4	3µM*	-8%	-5%	29%	-5%	0%	15	9%	1
CCCCCn1c(=N)n(CC(O)COc2ccccc2OC)c2ccccc21 (stereo unspecified)	?	-107*!	11%&-1%	-10%&-12%	0%&-2%	?	?	-13%&-11%	-7&38	-2%&1%	-7&3
O=C(c1cccs1)N1CCN(c2ncc(Br)cn2)CC1	12%	-7	-5%	14%	1%	1%	16%	2%	-15	-3%	5
O=C(O)c1ccc(N2C(=O)CC(N3CCN(c4cccc(Cl)c4)CC3)C2=O)cc1 (stereo unspecified)	11%	16	1%	-4%	5%	-8%	4%	3%	3	4%	0
CCCCC(=O)N(CCOC)c1nnc(-c2ccc(OC)cc2)s1	1%	-4	7%[2.3 µM]	3%	2%	8%	-14%	0%	12	-9%	3
COc1cc(C(=O)NCc2cccc3ccccc23)ccc1OCc1ccccc1	3%	-18	5%	3%	-3%	-7%	32%	1%	24	-7%	-3
COc1ccc(-c2csc(-n3ncc(-c4cccs4)c3N)n2)cc1	2%	-33	4.3µM*	6%	-6%	-11%	12%	1%	-7	1%[0.46 µM]	4
CCOC(=O)CSc1nc(-c2ccc(OC)cc2)ns1	-1%	8	24µM*	1%	-1%	-26%	10µM*	-1%	0	-6%	-3
CC(=O)OCC(OC(C)=O)C(OC(C)=O)C(OC(C)=O)C(=O)Nc1cccc(C)c1 (stereo unspecified)	1%	3	-2%	-2%	-5%	1%	-13%	0%	-2	-4%	3
COc1ccc(/C=N/NC(=O)Cn2nnc3ccccc32)cc1OC	-3%	-1	-11%	-3%	-1%	-19%	5%	?	-13	-6%	-2
Cc1[nH]c2ccccc2c1C(c1ccncc1)N1CCN(c2ccccc2F)CC1 (stereo unspecified)	-13%	4	1%	-8%	-1%	?	-5%	-3%	-22	-3%	-4
O=C(COc1cc2oc(=O)c3c(c2cc1Cl)CCC3)Nc1ccccn1	-6%	9	6%	0%	-7%	-10%	-4%	16%	-17	-2%	0
CCCCNC(=O)C(=O)NCC1CCCN1S(=O)(=O)c1cccs1 (stereo unspecified)	-1%	1	1%	-3%	0%	nt	nt	-3%	-12	-9%	nt
c1ccc(Oc2cc(-n3cncn3)ncn2)cc1	-1%	-8	-19%	22%	11%	8%	7%	7%	-21	0%	1
Cc1ccc(C(=O)NN2C(=O)c3ccc(S(=O)(=O)c4ccc(C(=O)O)cc4)cc3C2=O)cc1	-2%	32	?	-8%	1%	4%	-21%	5%	0	1%	16
CCOC(=O)c1sc2nc(C)nc(Nc3ccc(OC)cc3)c2c1C	nt	6	-3%	0%	-1%	-7%	1%	-2%	5	1%	-1
C/C=C/C=N/Nc1nc(-c2ccc([N+](=O)[O-])cc2)cs1	-6%	-9	0%	-5%	-2%	-8%	24%	-3%	-7	-1%	0
Cn1c(=O)[nH]c(=O)c2c1nc(N1CCNCC1)n2Cc1ccccc1Cl	-12%	5	-1%	1%	0%	1%	26%	0%	-25	2%	4
NCCOc1ccc(C23CC4CC(CC(C4)C2)C3)cc1	-16%	-1	-3%	1%	-3%	?	?	18%	-24	3%	2
O=C(CN1CCN(Cc2ccccc2)CC1)Nc1ccc2c(c1)CCC2	-2%	-18	-3%	9%	1%	-14%	-2%	0%	2	1%	1
CC(C)CC(OC(=O)c1nsc(Cl)c1Cl)C(=O)NCC1CCCO1 (stereo unspecified)	1%	1	0%	3%	-3%	-7%	-5%	16%	-13	-2%	1
CC(=O)N1CCN(c2cc(N3CCc4ccccc4C3)c(F)cc2[N+](=O)[O-])CC1	-16%	-10	1%	0%	2%	-5%	38%	-5%	-13	6%	-4
CC(NC(=O)Nc1cccc([N+](=O)[O-])c1)c1ccc2c(c1)OCO2 (stereo unspecified)	-1%	3	-1%	0%	-4%	-13%	?	-4%	11	-12%	-4
CC(CCc1ccccc1)NS(=O)(=O)c1ccccc1Cl (stereo unspecified)	5%	2	-1%	-3%	0%	-3%	-4%	0%	-12	1%	2
O=C(Nc1ccccc1)OCCOc1ccccc1	nt	-10	11µM*	0.89µM*	4µM*	1%	?	12µM*	17	-5%	0
COCCNC(=O)CN(C(=O)CCC(=O)Nc1cc(C)on1)c1ccc(C)cc1C	0%	2	1%	-1%	-2%	0%	7%	2%	-7	2%	5

Screening data from PubChem.
